# Source: PubChem (National Center for Advancing Translational Sciences (NCATS))
# BRCA1 expr act: activators of BRCA1 expression. MCF7-BRCA1-FFLuc reporter, luminescence, 48 h; response scale: scaled: vehicle 0%, 10 µM genistein 100%. 380,000 tested, 1.1% active. Potency, µM (top dose mostly 46.1 µM), inactives show at the highest dose activation, actives largely listed as activators; further: potency means the concentration at half of the fitted maximal effect; nearly all actives have a fitted effect of over 80% in size; some results filed as inactive show a strong effect at the top dose
#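 Cells: MCF7-BRCA1-FFLuc, 2000/well. Exposure: 48 h, 37 °C, 5% CO2. Read: luminescence, 15 min post-substrate. Controls: genistein 10 microM (maximal activation), DMSO (neutral).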
# ELG1 genotox: inducers of genotoxicity in HEK293T ELG1-luciferase cells | AID 504466 | Potency, µM (series often up to 46 µM), without a hit: top-dose activity change, positive = activation, actives largely listed as activators | HEK293T ELG1-luciferase reporter, luminescence, 16 h | 330,000 tested, 1.3% active; further: potency means the concentration at half of the fitted maximal effect; % of control where 0% means no effect; nearly all actives have a fitted effect of over 60% in size
#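 Step 1: seed 2,000 HEK293T ELG1-luciferase cells per well. Step 2: add compound or DMSO, incubate 16 hr at 37 °C. Step 3: ONE-Glo, 30 min at room temperature, read luminescence.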
# ELG1 DNA repair: inhibitors of ELG1-dependent DNA repair in HEK293T cells | 330,000 tested, 2.3% active | Potency, µM (top dose mostly 46.1 µM), for the others: top-dose activity change, negative = inhibition, most hits filed as inhibitors | HEK293T ELG1-luciferase reporter, luminescence, 16 h; DNA damage induced by 5-fluorouridine | AID 504467; further: potency means the concentration at half of the fitted maximal effect; on the % scale 0 is the no-effect control and ±100 the full control effect; nearly all actives have a fitted effect of over 55% in size
#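 DMSO vehicle served as the neutral condition. Each well held 2,000 cells given 5-fluorouridine plus compound; after 16 hr at 37 °C/5% CO2, ONE-Glo was added and luciferase measured 30 min later.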
# RORg inh: inhibitors of mouse ROR gamma transcriptional activity; P51450; Drosophila S2 Gal4-RORgamma UAS-luciferase reporter, 20 h; Potency, µM (top dose mostly 53.6 µM), without a hit: top-dose activity change, negative = inhibition, most hits filed as inhibitors; 310,000 tested, 5.4% active; further: potency means the concentration at half of the fitted maximal effect; on the % scale 0 is the no-effect control and ±100 the full control effect; nearly all actives have a fitted effect of over 60% in size
#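 Stable Schneider cell line, Gal4 DNA-binding domain fused to ROR gamma, UAS-luciferase. Cmpd 1 hr RT → CuSO4 700 uM final → 20 hr RT → luciferase reagent 10 min → luminescence.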
# Tb PFK inh: inhibitors of T. brucei phosphofructokinase. O15648. T. brucei PFK, ADP-Glo luminescence. Potency, µM (highest dose often 57.5 µM), for the others: at the highest dose activity, negative = inhibition, most hits filed as inhibitors. 330,000 tested, 0.17% active. AID 485367;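 further: potency means the concentration at half of the fitted maximal effect; 0% = uninhibited 1x PFK enzyme wells and -100% = no-enzyme wells; nearly all actives have a fitted effect of over 60% in size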
# Target sequence (O15648 whole entry, looked up): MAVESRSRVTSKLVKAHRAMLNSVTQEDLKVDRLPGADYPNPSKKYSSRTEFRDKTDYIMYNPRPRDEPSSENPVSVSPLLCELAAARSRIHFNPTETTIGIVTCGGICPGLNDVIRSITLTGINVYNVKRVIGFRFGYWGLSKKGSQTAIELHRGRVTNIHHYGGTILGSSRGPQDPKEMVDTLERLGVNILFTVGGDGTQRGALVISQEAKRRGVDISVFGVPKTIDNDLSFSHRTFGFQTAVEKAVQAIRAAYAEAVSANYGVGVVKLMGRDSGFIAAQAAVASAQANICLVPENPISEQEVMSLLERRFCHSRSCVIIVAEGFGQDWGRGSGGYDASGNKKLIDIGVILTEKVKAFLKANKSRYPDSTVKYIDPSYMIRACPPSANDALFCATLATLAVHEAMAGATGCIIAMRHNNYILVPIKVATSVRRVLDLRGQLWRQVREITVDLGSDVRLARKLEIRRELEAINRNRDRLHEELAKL
#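 PFK 1.25 nM, F6P 0.5 mM, ATP 0.1 mM, 0.1 M TEA pH 8.0, 5 mM MgCl2, 0.01% Tween20, 0.1% BSA; 45 min RT. ADP-Glo readout. qHTS titration up to 57 uM; curves fitted, compounds curve-classed.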
# Gal4-VP16 FLuc: counter-screen for ROR gamma inhibitors: Gal4-VP16 reporter; Drosophila S2 Gal4-VP16 UAS-luciferase, luminescence, 20 h; Potency, µM (titrated, usually from 53.6 µM), without a hit: top-dose activity, negative = inhibition, actives largely listed as inhibitors; 310,000 tested, 3.5% active;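 further: Gal4-VP16 expression switched on by copper sulfate through the metallothionein promoter; potency means the concentration at half of the fitted maximal effect; on the % scale 0 is the no-effect control and ±100 the full control effect; nearly all actives have a fitted effect of over 50% in size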
# TRPV1 agonist: human TRPV1 agonism | 320,000 tested, 0.19% active | AID 540275 | Q8NER1 | TRPV1-expressing cells, Fluo-8 calcium influx, agonist mode | activation, % at 8.33 µM; in the data active means activation above about 80%; inconclusive means between about 30% and that limit; further: 0% is about no effect
#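 Fluo-8 calcium influx in TRPV1-expressing cells, kinetic read (ex 480/em 520 nm). Compound added and read 3 min for agonist activity, followed by capsaicin at EC20 final and 2 min further read for enhancement.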
# Rab9 promoter act: activates the Rab9 promoter; 320,000 tested, 2.8% active; Huh7 Rab9 promoter-luciferase reporter, luminescence, 24 h; Potency, µM (doses to about 9.22 µM), without a hit: top-dose activation, negative = inhibition, usual class: activators; further: potency means the concentration at half of the fitted maximal effect; % of control where 0% means no effect; nearly all actives have a fitted effect of over 60% in size
#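 Huh7 reporter line, Rab9 promoter upstream of luciferase. Compound exposure 24 h at 37 °C in reduced-serum medium with 10% FBS. Read-out: luminescence.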
# FLuc counter: inhibits or activates purified firefly luciferase, miR-21 counter-screen; P08659; purified FLuc, Km substrates, luminescence inhibition; Potency, µM (titrated, usually from 57.5 µM), without a hit: at the top dose activity change, negative = inhibition, most hits filed as inhibitors; AID 588342; 360,000 tested, 6.9% active;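 further: potency means the concentration at half of the fitted maximal effect; plate controls were vehicle for no effect and reference inhibitor for full effect; nearly all actives have a fitted effect of over 55% in size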
# Target sequence (P08659 whole entry, looked up): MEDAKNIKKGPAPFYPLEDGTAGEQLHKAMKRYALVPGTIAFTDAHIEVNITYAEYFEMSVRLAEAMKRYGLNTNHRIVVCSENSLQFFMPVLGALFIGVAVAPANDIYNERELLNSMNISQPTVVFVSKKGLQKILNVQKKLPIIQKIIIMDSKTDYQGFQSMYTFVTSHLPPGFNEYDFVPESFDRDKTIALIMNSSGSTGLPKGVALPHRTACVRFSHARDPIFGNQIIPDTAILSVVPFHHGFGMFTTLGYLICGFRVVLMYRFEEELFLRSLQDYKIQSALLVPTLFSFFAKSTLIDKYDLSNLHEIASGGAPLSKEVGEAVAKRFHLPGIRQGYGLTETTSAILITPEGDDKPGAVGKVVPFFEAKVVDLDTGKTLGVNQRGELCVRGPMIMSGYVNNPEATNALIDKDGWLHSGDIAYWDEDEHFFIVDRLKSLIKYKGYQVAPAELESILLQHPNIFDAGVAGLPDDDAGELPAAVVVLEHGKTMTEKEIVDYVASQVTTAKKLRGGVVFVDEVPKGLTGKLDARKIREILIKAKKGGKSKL
#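 Biochemical qHTS of compounds, final roughly 60 µM downward over six points, against 10 nM purified firefly luciferase using Km concentrations of substrates (10 uM D-luciferin, 10 uM ATP) in Tris acetate pH 7.5 buffer; luminescence output.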
# p53 reactivation: re-activators of mutant p53 | H1299 p53-A138V BP100-luciferase reporter, luminescence, 24 h | Potency, µM (doses to about 92.2 µM), for inactives: at the top dose activity change, positive = activation, most hits filed as activators | 320,000 tested, 0.063% active | AID 504706; further: potency means the concentration at half of the fitted maximal effect; % of control where 0% means no effect; nearly all actives have a fitted effect of over 45% in size
#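 p53-null H1299 cells stably carrying temperature-sensitive p53-A138V and a BP100-luciferase reporter were pinned with compounds (4-point, 1:5 series) and held 24 hrs at 37 deg C. Luminescence was read 10 min after detection reagent.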
# NPC1 promoter act: activators of NPC1 promoter | Huh7 NPC1 promoter luciferase reporter, 24 h | Potency, µM (highest dose often 9.22 µM), for the others: at the top dose activation, hits mostly activators | 320,000 tested, 2.4% active | AID 485313;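 further: potency means the concentration at half of the fitted maximal effect; % of control where 0% means no effect; nearly all actives have a fitted effect of over 60% in size; reporter is driven by a mutant NPC1 promoter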
#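 Huh7 reporter cells (NPC1 promoter driving luciferase) are dosed with compound for 24 h at 37 °C, 5% CO2; luciferase detection reagent is then added and luminescence measured after 10 min at ambient temperature.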
# * = called active by the depositor; u = inconclusive; x = no result given; [ ] = dose if it differs, or a comment. Unless noted, the call rests on the fitted dose curve; in most records, active means well fitted curve in the direction sought with a large enough effect; inconclusive means small, poorly fitted or top-dose-only effect, or another doubt; inactive means no such curve, though single readings can be large; an effect the other way counts as inactive or inconclusive. This is a random part of the collection; 15% or so of the library scored in one or more.
# Field names: A = BRCA1 expr act; B = ELG1 genotox; C = ELG1 DNA repair; D = RORg inh; E = Tb PFK inh; F = Gal4-VP16 FLuc; G = TRPV1 agonist; H = Rab9 promoter act; I = FLuc counter; J = p53 reactivation; K = NPC1 promoter act
Compound: CN1C(=O)C(C)(C)c2cc(S(=O)(=O)NCC3CCC(C(=O)NC4CCCCC4)CC3)ccc21 (centres undefined)
  A: -26%; B: 0%; C: 1%; D: 33%; E: 1%; F: 8%; G: -3; H: -5%; I: 0%; J: -2%; K: -2%
Compound: O=C(NC(=S)Nc1ccc(-c2ccc(CO)o2)cc1)c1cccs1
  A: 1%; B: 8%; C: u; D: u; E: -14%; F: -20%; G: -1; H: 24%; I: u; J: 24%; K: 28%
Compound: COC(=O)[C@H](Cc1ccccc1)[C@@H](C)OS(N)(=O)=O
  A: 8%; B: -1%; C: 19%; D: 1%; E: -5%; F: 3%; G: -2; H: 3%; I: 1%; J: 10%; K: 4%
Compound: NC(=O)c1ccc(NC(=O)COC(=O)C2CCN(S(=O)(=O)c3cccs3)CC2)cc1
  A: 0%; B: -1%; C: 4%; D: x; E: 0%; F: x; G: x; H: x; I: x; J: -6%; K: x
Compound: COCCNC(=O)c1ccc(-c2csc(C)n2)cc1
  A: 71%; B: u; C: u; D: -9%; E: -6%; F: -3%; G: 3; H: u; I: u; J: 19%; K: u
Compound: CCc1nnc(NS(=O)(=O)c2ccc(NC(=O)/C=C/c3ccccc3Cl)cc2)s1
  A: -3%; B: 0%; C: 12%; D: u; E: 4%; F: -3%; G: 10; H: -15%; I: 19µM*; J: -2%; K: 0%
Compound: CCC(Oc1ccccc1)C(=O)N1CCN(c2ccccn2)CC1 (centres undefined)
  A: 0%; B: -6%; C: 0%; D: 12%; E: 11%; F: -2%; G: 4; H: -7%[1.84 µM]; I: 0%; J: -4%; K: 0%
Compound: COC(=O)c1ccccc1NC(=O)n1cc(C)cn1
  A: 0%; B: 2%; C: -2%; D: 24%; E: 1%; F: 4%; G: 2; H: -5%; I: 2%; J: -5%; K: -1%
Compound: COc1ccc(C(=O)NC2CCN(C(=S)Nc3cc(C)cc(C)c3)CC2)cc1
  A: -6%; B: 1%; C: -13%; D: -15%; E: 0%; F: -11%; G: 0; H: -9%; I: 1%; J: -6%; K: -3%
Compound: COc1ccc(-c2oc3ccccc3c(=O)c2OC(=O)c2ccc(C)cc2)cc1
  A: 32%; B: 4%; C: 29%; D: 7%; E: 3%; F: -11%; G: -13; H: u; I: 10%; J: 3%; K: u
Compound: CCOCC(=O)Nc1cc(-c2cn3cccnc3n2)ccc1C
  A: 28%; B: -1%; C: 11%; D: -11%; E: 1%; F: -1%; G: 7; H: 4%; I: -12%; J: 11%; K: 0%
Compound: O=C(O)c1cn(-c2ccccc2)c(=O)c2ccccc12
  A: -11%; B: -2%; C: 9%; D: -12%; E: 1%; F: 19%; G: -3; H: 3%; I: 5%; J: 1%; K: -2%
Compound: COc1cc(NC(=O)C/C(C)=N/NC(=O)C2CCCCC2)c(OC)cc1Cl
  A: -42%; B: -3%; C: 16%; D: 2%; E: 1%; F: -9%; G: 0; H: 0%; I: 1%; J: 1%; K: -1%
Compound: COc1ccc(-c2nc3ccccc3s2)cc1O
  A: -32%; B: 0.65µM*; C: u; D: 10µM*; E: -3%; F: 8.9µM*; G: -15; H: 5%; I: 0.15µM*; J: -2%; K: u
Compound: Cc1ccc(NC(=O)c2ccc(CSc3nnc(C)s3)cc2)cc1
  A: u; B: 11%; C: u; D: 21%; E: 1%; F: -8%; G: -3; H: 1.6µM*; I: 1.5µM*; J: 4%; K: 1.1µM*
Compound: CC(=O)CCn1cnc([N+](=O)[O-])n1
  A: 20%; B: 25%; C: 15%; D: 9%; E: -1%; F: 15%; G: 5; H: 1%; I: 5%; J: 8%; K: 2%
Compound: O=C1NC(Cc2c[nH]c3ccccc23)C(=O)N1Cc1ccc(CN2C(=O)NC(Cc3c[nH]c4ccccc34)C2=O)cc1 (centres undefined)
  A: -34%; B: -9%; C: -19%; D: 0%; E: 1%; F: -9%; G: -6; H: -6%; I: -2%; J: -2%; K: 2%
Compound: CCCCC[C@H]1CN(Cc2ccccc2)C(=O)[C@@H]1CC(=O)NCc1ccc(OC)cc1
  A: 0%; B: -4%; C: -2%; D: u; E: -3%; F: 0%; G: u; H: -1%; I: 1%; J: 3%; K: 1%
Compound: Cc1ccccc1-n1c(-c2ccoc2C)n[nH]c1=S
  A: -14%; B: 1%; C: u; D: 10µM*; E: 0%; F: u; G: -2; H: -6%; I: -8%; J: 4%; K: 0%
Compound: O=C(Nc1nc2c(s1)CCCC2)C1COc2ccccc2O1 (centres undefined)
  A: -4%; B: 0.58µM*; C: u; D: u; E: -3%; F: u; G: u; H: 0.32µM*; I: 0.76µM*; J: 21%; K: 0.56µM*
Compound: COc1ccc(N2C(=O)CCC(C(=O)Nc3cccc(C)n3)C2c2ccc(OC)c(OC)c2)cc1 (centres undefined)
  A: -46%; B: 8%; C: 3%; D: 31%; E: -9%; F: -10%; G: -10; H: 7%; I: 10%; J: -13%; K: -3%
Compound: O=C(O)c1ccc(/C=N/NC(=O)c2ccc(CN3c4cccc5cccc(c45)S3(=O)=O)cc2)cc1
  A: 12%; B: -2%; C: u; D: 0%; E: -7%; F: 1%; G: 0; H: -2%; I: -15%; J: -3%; K: -4%
Compound: O=C(/C=C/c1ccccc1O)c1ccco1
  A: -36%; B: u; C: 14%; D: 7.9µM*; E: 4%; F: 11µM*; G: -2; H: 7%; I: 17µM*; J: x; K: -7%
Compound: Cc1cc(C(=O)N/N=C\C(Br)=C\c2ccccc2)c(C)o1
  A: -7%; B: 4%; C: u; D: u; E: 2%; F: u; G: 11; H: 30%; I: 8.5µM*; J: 32µM*; K: 26%
Compound: O=C(COC(=O)Cn1cnc2ccccc2c1=O)Nc1ccc2c(c1)OCO2
  A: 4%; B: 2%; C: 10%; D: 6%; E: 4%; F: -17%; G: 9; H: -3%; I: 3%; J: 5%; K: -3%
Compound: CC(=O)c1c(NCc2ccccc2)nc(=O)n(-c2ccccc2)c1C
  A: 16%; B: 0%; C: u; D: u; E: 1%; F: u; G: 5; H: 4%; I: -19%; J: 8%; K: 7%
Compound: CCOc1ccccc1OCCCC(=O)Nc1cccc(S(=O)(=O)N2CCOCC2)c1
  A: -29%; B: 0%; C: -17%; D: x; E: 2%; F: x; G: 1; H: -7%; I: 0%; J: 1%; K: 1%
Compound: COc1ccc(C(=O)OCC(=O)N2CCC(C)CC2)cc1S(=O)(=O)N1CCOCC1
  A: 9%; B: -1%; C: 21%; D: x; E: 0%; F: x; G: 1; H: 0%; I: -3%; J: 5%; K: -2%
Compound: Cc1cccc(-n2nnc3c(=O)n(Cc4ccccn4)cnc32)c1
  A: 8%; B: 4%; C: 19%; D: 4%; E: -3%; F: 7%; G: 28; H: 3%; I: -3%; J: -2%; K: 3%
Compound: CCN(CCn1cccn1)Cc1c(C(=O)N2CCCCCCC2)nc2ccc(Cl)cn12
  A: -8%; B: -5%; C: u; D: 22%; E: 6%; F: -7%; G: 20; H: -2%; I: -3%; J: -5%; K: -2%
Compound: O=C(OCCN=C1NS(=O)(=O)c2ccccc21)c1ccccc1F
  A: 6%; B: -1%; C: -6%; D: 18%; E: 1%; F: -7%; G: 0; H: 0%; I: -2%; J: -4%; K: -1%
Compound: CC(=O)NCC(=O)OCC(=O)c1ccc(C)cc1
  A: -1%; B: 3%; C: 2%; D: u; E: 2%; F: -7%; G: 0; H: 5%; I: 1%; J: -2%; K: -1%
Compound: CCCc1cc(=O)oc2c(C)c(OC(C)C(=O)NCc3ccccn3)ccc12 (centres undefined)
  A: -16%; B: -6%; C: u; D: u; E: -2%; F: -20%; G: 2; H: -5%; I: 2%; J: -14%; K: -3%
Compound: COc1ccc(CNC(=O)C2CCN(C(=O)c3sccc3-n3cccc3)CC2)cc1
  A: 0%; B: -1%; C: 0%; D: 13%; E: -3%; F: -7%; G: 3; H: 0%; I: 2%; J: -1%; K: -7%

# 3 entries out of the list above, arranged by the value under TRPV1 agonist, high to low:
molecule | TRPV1 agonist
Cc1cccc(-n2nnc3c(=O)n(Cc4ccccn4)cnc32)c1 | 28
CCN(CCn1cccn1)Cc1c(C(=O)N2CCCCCCC2)nc2ccc(Cl)cn12 | 20
COc1ccc(C(=O)OCC(=O)N2CCC(C)CC2)cc1S(=O)(=O)N1CCOCC1 | 1
